697 NFkB inh: inhibitors of PMA/ionomycin-induced NF-kB reporter, 697 cells, primary screen, B-cell NF-kB inhibitor project, cell-based, luminescence, uHTS; 697 B-cell NF-kB luciferase reporter, 16 h; inhibition, % at 4 µM; hit rate 0.33% among 330,000; in the data active = inhibition above about 35%
XBP1 UPR activ: activators of adaptive XBP1 UPR arm, primary screen, cell-based, CHO-XBP1 luciferase reporter, luminescence, uHTS; IRE1-XBP1 UPR activation; percent of tunicamycin response, DMSO as zero; AID 463104, 2010; hit rate 0.33% among 330,000; activation, % at 20 µM;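 active = versus positive control, 20 µM dose yields 30% or more activation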;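 note: 100% = tunicamycin at 10 µg/mL and 0% = DMSO only wells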
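Test system: CHO-XBP1 luciferase reporter cells | Buffer or medium: Serum-containing F12 medium, 10% FBS | Schedule: 6 h compound exposure at 37 °C, 5% CO2 | Detection: Steady-Glo luciferase glow luminescence, 10 min after reagent addition | Read-out basis: Activation, % of tunicamycin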
Gli-Sufu block: Gli-Sufu pathway antagonists, primary screen, luciferase luminescence, Sufu-KO-LIGHT cells, uHTS. Sufu-KO-LIGHT fibroblasts, Gli luciferase reporter luminescence. inhibition, % at 5 µM. hit rate 0.74% among 340,000;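 active = inhibition above about 55%, limit read from the data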;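 note: 0% = DMSO-treated cells and 100% = wells with medium but no cells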
Mdm2-MdmX inh: inhibitors of human Mdm2-MdmX association, primary screen, cell-based, luminescence, split luciferase, SaOS-2, uHTS; SaOS-2 split-luciferase Mdm2/MdmX complementation; inhibition, % at 8 µM; hit rate 3% among 330,000; AID 485346, 2010;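 active = inhibition of at least 50% at 8 µM in the primary screen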
Target sequence (O15151 whole entry, looked up): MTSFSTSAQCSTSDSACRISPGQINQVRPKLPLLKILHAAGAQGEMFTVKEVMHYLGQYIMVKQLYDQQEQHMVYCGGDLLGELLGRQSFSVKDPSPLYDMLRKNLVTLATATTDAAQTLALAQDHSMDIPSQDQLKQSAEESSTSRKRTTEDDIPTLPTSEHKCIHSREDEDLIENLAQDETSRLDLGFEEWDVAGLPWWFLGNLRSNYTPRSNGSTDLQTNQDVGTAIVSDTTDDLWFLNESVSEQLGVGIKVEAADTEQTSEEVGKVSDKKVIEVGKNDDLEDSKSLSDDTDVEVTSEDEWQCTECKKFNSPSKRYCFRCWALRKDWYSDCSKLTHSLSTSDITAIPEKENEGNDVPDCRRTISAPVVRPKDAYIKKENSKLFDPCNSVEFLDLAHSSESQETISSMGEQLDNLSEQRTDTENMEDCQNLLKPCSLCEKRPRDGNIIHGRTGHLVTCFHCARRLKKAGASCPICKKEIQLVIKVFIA
Target sequence (Q00987 whole entry, looked up): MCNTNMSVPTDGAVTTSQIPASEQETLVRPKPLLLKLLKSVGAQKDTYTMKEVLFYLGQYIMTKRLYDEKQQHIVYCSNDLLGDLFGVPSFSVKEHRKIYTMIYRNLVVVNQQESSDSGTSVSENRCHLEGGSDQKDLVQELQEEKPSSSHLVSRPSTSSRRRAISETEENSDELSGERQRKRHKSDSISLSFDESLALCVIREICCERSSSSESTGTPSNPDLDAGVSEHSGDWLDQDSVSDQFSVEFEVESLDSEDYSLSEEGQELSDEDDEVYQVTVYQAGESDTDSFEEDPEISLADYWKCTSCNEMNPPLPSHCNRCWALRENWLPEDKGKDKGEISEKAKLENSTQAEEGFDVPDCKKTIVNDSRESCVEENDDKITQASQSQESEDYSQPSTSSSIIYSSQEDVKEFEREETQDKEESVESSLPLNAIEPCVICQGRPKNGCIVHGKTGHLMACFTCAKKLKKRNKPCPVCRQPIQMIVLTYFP
CXCR6 block: CXCR6 receptor inhibitors, primary screen, cell-based, beta-arrestin, luminescence, CHO-K1 PathHunter, 1536-well. inhibition, % at 20 µM. hit rate 0.36% among 360,000. C-X-C chemokine receptor type 6 (Homo sapiens), O00574; in the data active = inhibition above about 34%, passing the limit was not always enough;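 note: antagonist mode with CXCL16 agonist at 10 nM final; 0% = 10 nM CXCL16 with DMSO and 100% = unstimulated wells without agonist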
CCR6 antagonist: CCR6 receptor antagonists, primary screen, cell-based, CHO-K1, luminescence, beta-arrestin, uHTS. hit rate 0.49% among 340,000. C-C chemokine receptor type 6 (Homo sapiens), P51684. CHO-K1 CCR6 PathHunter beta-arrestin, CCL20-stimulated. inhibition, % at 20 µM;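 active = compounds whose inhibition of the agonist-driven luminescence signal at 20 µM reaches about 50%, limit read from the data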;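 note: cells stimulated with CCL20 at 14 nM final; plate controls were DMSO with CCL20 for no effect and DMSO without agonist for full effect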
EBI2 block: EBI2 receptor antagonists, beta-arrestin recruitment, primary screen, cell-based, luminescence, 7a,25-OHC stimulation, uHTS; G-protein coupled receptor 183 (Homo sapiens), P32249; 7a,25-OHC stimulated; inhibition, % at 5 µM; hit rate 0.81% among 360,000; AID 651636, 2012; in the data active = inhibition above about 38%;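 note: enzyme fragment complementation signal reports receptor beta-arrestin coupling in cells; 0% = agonist plus DMSO wells and 100% = wells without agonist; some results beyond the cut were filed as inactive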
Jurkat NFkB inh: inhibitors of induced NF-kB luciferase reporter, primary screen, TCR NF-kB activation inhibitor project, cell-based, luminescence, uHTS; AID 435003, 2010; hit rate 0.53% among 330,000; inhibition, % at 4 µM; Jurkat, PMA/ionomycin-induced NF-kB luciferase reporter; in the data active = inhibition above about 50%
CHOP UPR activ: activators of apoptotic CHOP UPR arm, primary screen, cell-based, CHO-CHOP luciferase reporter, luminescence, uHTS. AID 449763, 2010. activation, % at 10 µM. UPR activation; percent of tunicamycin response over DMSO baseline. hit rate 0.34% among 330,000;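 active = at 10 µM dose, activation of 40% or more, normalized to positive control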;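 note: 100% = tunicamycin at 10 µg/mL and 0% = DMSO alone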
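Dosing – one dose, 10 µM in 0.5% DMSO · System – CHO-CHOP cells, stable luciferase reporter of PERK-eIF2a-CHOP signalling · Input – 500 cells/well · Control set – tunicamycin 10 µg/mL final as positive, DMSO-only wells as negative · Timing – 6 h compound treatment, 37 °C · Measure – % activation vs tunicamycin · Technique – luminescence read with Steady-Glo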
* hit, by the source's call; · = not tested or not shown.

(1) O=C(NCCSCc1ccc(Cl)cc1)c1cccs1
(2) CC(C(=O)Nc1cccnc1)C1Sc2ccccc2NC1=O (stereo not drawn)
(3) O=C(COc1ccccc1-c1ccccc1)NCCN1C(=O)S/C(=C\c2cccnc2)C1=O
(4) Cc1cccc(S(=O)(=O)NCCNS(=O)(=O)c2cccc(C)c2)c1
(5) Cc1cc(Br)ccc1SCC(=O)OCC(=O)NCc1ccco1
(6) CC1CCC(NC(=O)C2CC(=O)N(c3ccc(Cl)cc3)C2)CC1 (stereo not drawn)

entry no.	1	2	3	4	5	6
697 NFkB inh	-13	-26	-4	6	7	12
XBP1 UPR activ	-2	1	-3	-2	-3	-2
Gli-Sufu block	1	18	11	-6	-4	2
Mdm2-MdmX inh	-5	11	23	-24	12	14
CXCR6 block	-2	7	-6	-1	5	-12
CCR6 antagonist	6	-5	8	6	7	9
EBI2 block	-1	-20	15	-4	1	18
Jurkat NFkB inh	16	6	4	-10	-3	-3
CHOP UPR activ	0.6	3.1	-0.9	-1.7	-0.9	0.3

(7) CSc1nc(C)cc(-n2ccc(=O)[nH]c2=O)n1
(8) Cc1cc(C)cc(N(CCC#N)C(=O)CSC2=Nc3ccccc3C3CC=NN23)c1 (stereo not drawn)
(9) OCC(C#CCN1CCCCC1)NCc1ccccc1 (stereo not drawn)
(10) O=C(CCc1nnc(COc2ccccc2)o1)NC1(c2ccccc2)CC1
(11) CCCOc1ccc(C(=O)c2ccccc2C(=O)OC2CCOC2=O)cc1OCCC (stereo not drawn)
(12) COc1ccc(-c2cc3nc(CCl)[nH]c(=O)c3s2)cc1

entry no.	7	8	9	10	11	12
697 NFkB inh	8	-3	0	-26	9	-41
XBP1 UPR activ	1	4	1	-1	0	-12
Gli-Sufu block	0	12	-5	-4	-3	-80
Mdm2-MdmX inh	17	27	13	-21	23	95*
CXCR6 block	2	7	0	-14	1	6
CCR6 antagonist	21	27	13	24	8	-2
EBI2 block	-15	-2	8	9	4	-9
Jurkat NFkB inh	-7	-7	-6	-22	13	-45
CHOP UPR activ	-1.1	0.0	-0.9	-1.5	0.9	0.0

(13) CCOc1ccccc1NCc1cc(=O)oc2cc(C)ccc12
(14) COc1ccc(C2CC(c3ccccc3)=NN2C(=O)COC(=O)COc2ccccc2)cc1 (stereo not drawn)
(15) Cc1ccc(C(=O)NC(=S)NCC2CCCO2)cc1[N+](=O)[O-] (stereo not drawn)
(16) Cc1ccc(NC(=O)Cc2nnc(SCC(=O)Nc3nncs3)n2C)cc1
(17) CC(C)=CC(=O)Nc1nnc(-c2cccnc2)s1
(18) CCOc1cc(/C=C2\SC(N3CCCC(C)C3)=NC2=O)ccc1O (stereo not drawn)

entry no.	13	14	15	16	17	18
697 NFkB inh	10	11	18	5	-23	-3
XBP1 UPR activ	-4	-3	0	0	3	-1
Gli-Sufu block	0	16	1	-10	0	·
Mdm2-MdmX inh	-15	-15	23	7	-38	0
CXCR6 block	4	3	-3	-4	1	0
CCR6 antagonist	10	13	22	17	-3	18
EBI2 block	5	31	-8	10	1	8
Jurkat NFkB inh	37	4	4	9	-20	-2
CHOP UPR activ	2.8	1.7	-0.4	1.0	0.7	5.0

(19) Cc1sc2ncnc(N=Nc3c(O)[nH]c4ccccc34)c2c1C
(20) Cc1c(NC(=S)NC(=O)c2ccco2)cccc1-c1nc2ncccc2o1
(21) CCSc1nnc(NC(=O)C2CCCCC2C(=O)O)s1 (stereo not drawn)
(22) CCOc1ccccc1NC(=O)Cn1c(-c2ccc(Cl)cc2)noc1=O
(23) CC(C)Oc1ccc(S(=O)(=O)N2CCOCC2)cc1NC(=O)C1CCC1
(24) Cc1cc(CNC(=O)CC2C(=O)NCCN2Cc2ccc(-c3ccccc3)cc2)nn1C (stereo not drawn)

entry no.	19	20	21	22	23	24
697 NFkB inh	-31	-16	11	-3	7	4
XBP1 UPR activ	8	-2	1	1	-2	-3
Gli-Sufu block	-3	5	2	-24	-5	-4
Mdm2-MdmX inh	35	-5	-14	8	3	-26
CXCR6 block	-3	14	3	-2	0	2
CCR6 antagonist	-3	37	4	-3	11	13
EBI2 block	-19	5	5	0	1	0
Jurkat NFkB inh	-27	-3	4	13	5	-1
CHOP UPR activ	14	-0.2	-0.7	1.1	1.6	-0.5

(25) CCOC(=O)/C(CCC[N+](C)(CC)CC)=N\O
(26) CC(C)NS(=O)(=O)c1ccc(NC(=O)NC2CCCCC2)cc1
(27) N#CC(c1ccccc1O)N1N=C(c2ccccc2)CC1c1ccccc1 (stereo not drawn)
(28) O=C(CN1C(=O)NC2(CCCC2)C1=O)N1CCN(C(=O)c2ccco2)CC1
(29) CCOC(=O)C1=C(C)N(CC)C(=S)NC1c1ccc(Cl)cc1 (stereo not drawn)
(30) O=C(CN1C(=O)NC2(CCCC2)C1=O)N1CCN(S(=O)(=O)c2ccccc2F)CC1

entry no.	25	26	27	28	29	30
697 NFkB inh	-17	-2	-191	13	-4	-15
XBP1 UPR activ	-1	2	13	0	-1	-3
Gli-Sufu block	-1	-10	0	7	11	-5
Mdm2-MdmX inh	-29	25	38	5	-1	1
CXCR6 block	10	0	36	-3	4	0
CCR6 antagonist	12	-2	54*	-21	21	2
EBI2 block	-2	-4	12	-7	9	0
Jurkat NFkB inh	22	-1	-54	-10	-1	-2
CHOP UPR activ	-0.7	1.2	13	-0.7	-1.4	1.5

(31) Cn1c(=O)[nH]c(=O)c2c1nc(Br)n2C/C=N/NC(N)=S
(32) CC1(C)CNc2cc(N)ccc2S1
(33) Cc1ccccc1-n1nnnc1SCC(N)=O
(34) Cc1noc(C)c1COc1ccc(C(=O)N2CCCC(C(N)=O)C2)cc1 (stereo not drawn)
(35) N/C(=N\OC(=O)Nc1ccc(Cl)c(Cl)c1)c1ncc(C(F)(F)F)cc1Cl
(36) CC(C)Oc1ccc2nnnn2n1

entry no.	31	32	33	34	35	36
697 NFkB inh	7	-30	5	9	12	-13
XBP1 UPR activ	-2	-2	-1	-3	5	0
Gli-Sufu block	·	-19	3	-3	3	0
Mdm2-MdmX inh	14	-5	-7	24	2	-12
CXCR6 block	·	-19	-3	2	-4	-4
CCR6 antagonist	·	-5	6	-8	-39	4
EBI2 block	·	-16	-4	-4	2	5
Jurkat NFkB inh	3	-4	-7	0	3	-5
CHOP UPR activ	-1.3	-1.0	-0.6	-0.2	1.3	-0.6

(37) Cc1noc(C)c1COc1ccc(C(=O)NNC(=O)c2ccccc2)cc1
(38) CC(C)COc1ccc(C(=O)N2C(=O)c3ccc(N)cc3C2=O)cc1
(39) CSCCC(NC(=O)c1ccccc1Cl)C(=O)NNC(=O)c1csc(N2CCOCC2)n1 (stereo not drawn)
(40) O=C(Nc1ccc(S(=O)(=O)Nc2ncccn2)cc1)C1=COCCO1
(41) C[C@]12c3[nH]c4ccc(Cl)cc4c3CCN1C(=O)[C@@H](CC(=O)NCc1ccco1)C[C@@H]2C(=O)N1CCOCC1
(42) O=C(NC1CCS(=O)(=O)C1)c1ccc(S(=O)(=O)N2CCCC2)cc1 (stereo not drawn)

entry no.	37	38	39	40	41	42
697 NFkB inh	-33	10	-11	-14	2	-18
XBP1 UPR activ	-1	-1	0	1	4	-4
Gli-Sufu block	-8	-1	-2	-12	2	-8
Mdm2-MdmX inh	40	15	25	4	15	13
CXCR6 block	-4	9	-4	3	6	3
CCR6 antagonist	-11	15	2	-6	7	2
EBI2 block	-2	-1	-1	1	-9	-1
Jurkat NFkB inh	63*	-2	1	-27	·	9
CHOP UPR activ	3.2	1.3	-0.7	0.3	4.5	0.8

A draw from above in order of molecular weight, descending:
(41) C[C@]12c3[nH]c4ccc(Cl)cc4c3CCN1C(=O)[C@@H](CC(=O)NCc1ccco1)C[C@@H]2C(=O)N1CCOCC1
(35) N/C(=N\OC(=O)Nc1ccc(Cl)c(Cl)c1)c1ncc(C(F)(F)F)cc1Cl
(42) O=C(NC1CCS(=O)(=O)C1)c1ccc(S(=O)(=O)N2CCCC2)cc1 (stereo not drawn)
(37) Cc1noc(C)c1COc1ccc(C(=O)NNC(=O)c2ccccc2)cc1
(36) CC(C)Oc1ccc2nnnn2n1

entry no.	41	35	42	37	36
697 NFkB inh	2	12	-18	-33	-13
XBP1 UPR activ	4	5	-4	-1	0
Gli-Sufu block	2	3	-8	-8	0
Mdm2-MdmX inh	15	2	13	40	-12
CXCR6 block	6	-4	3	-4	-4
CCR6 antagonist	7	-39	2	-11	4
EBI2 block	-9	2	-1	-2	5
Jurkat NFkB inh	·	3	9	63*	-5
CHOP UPR activ	4.5	1.3	0.8	3.2	-0.6

(continued)
(43) S=c1[nH]nc(C2CCCCC2)n1/N=C/c1cccc(Br)c1
(44) Nc1ncnc(Nc2cc(Cl)cc(Cl)c2)c1[N+](=O)[O-]
(45) CCS(=O)(=O)c1nc2ccccc2n1CC(=O)N1CCOCC1
(46) Cn1c(C(=O)N(Cc2ccccc2)Cc2ccccn2)cc2sccc21
(47) O=C(O)CCN1C(=O)c2ccc(NC(=O)CCc3ccccc3)cc2C1=O
(48) COc1ccc(CN(C)CC(=O)N2CCc3ccccc3C2)cc1
(49) O=C(NCC(O)CO)c1ccc2[nH]c3ccccc3c2c1 (stereo not drawn)
(50) Nc1ccc(S(=O)(=O)N2CCCC2)cc1Cl

entry no.	43	44	45	46	47	48	49	50
697 NFkB inh	-13	-49	7	-39	-2	6	21	-8
XBP1 UPR activ	1	2	-1	0	-1	1	-2	-4
Gli-Sufu block	1	-3	-6	2	-2	6	-86	1
Mdm2-MdmX inh	1	6	-2	-16	20	4	19	7
CXCR6 block	25	-8	9	2	-3	0	-2	-2
CCR6 antagonist	32	5	-18	14	0	-5	13	3
EBI2 block	12	-4	2	3	-9	3	-9	0
Jurkat NFkB inh	5	-37	-3	-24	6	-22	-8	-1
CHOP UPR activ	-0.4	-0.1	-0.5	0.8	-0.7	1.1	0.6	0.6

High-throughput results as filed in PubChem.
